TRPC6 inh: inhibitors of mouse TRPC6 channel; Q61143; HEK293-TRPC6, membrane potential dye, ACh-evoked depolarization; active compounds read low; B-score at 10 µM; actives 1.1% (n = 310,000);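 active means B-score under library mean minus 3 SD, initial fluorescence not abnormally high, positive integrated signal ratio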;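 further: B-score derived from integrated fluorescence ratio over the kinetic read; more negative B-score means stronger inhibition of depolarization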
IEC-6 tox: kills IEC-6 intestinal cells in KLF5 counter-screen; IEC-6 cytotoxicity, luminescence viability; inhibition, % at 5 µM; actives 0.78% (n = 290,000); in the data active means inhibition above about 22%;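 further: 0% = plate median of test compound wells and 100% = cytotoxic reference compound wells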
aSyn UTR inh: MLPCN primary screen, SNCA 5' untranslated region; alpha-synuclein 5'UTR reporter, inhibitor activity; inhibition, % (tested at 7.5 µM); actives 0.82% (n = 300,000); in the data active means inhibition above about 60%;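 further: H4 neuroglioblastoma cells stably carrying SNCA 5'UTR luciferase fusion; 0% = DMSO wells and 100% = positive control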
TRPC4 potent: TRPC4 (mouse) allosteric potentiation; Q9QUQ5; AID 2227; B-score at 10 µM; actives 0.42% (n = 310,000); HEK293 TRPC4beta/mu-opioid, DAMGO EC20, Fluo-4 Ca2+ flux; active compounds read high;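 active means B-score of calcium response area above 5 SD of library B-scores, with initial fluorescence ratio within 5 SD of library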;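 further: B-score of integrated fluorescence ratio over time as area under calcium response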
KLF5 inh: inhibitors of KLF5 expression | DLD-1 KLF5 promoter-luciferase reporter, luminescence | inhibition, % at 5 µM | actives 0.23% (n = 290,000);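 active means inhibition above a per-plate limit of that plate's mean compound inhibition plus 3 SD, cut at about 60% in these data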;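 further: 0% = DMSO wells and 100% = LY294002 at 200 µM; higher means less KLF5 promoter-driven luciferase light; inactives centre near -14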
MrgX1 antag: blocks BAM8-22 activation of human MrgX1 receptor. MRGX1-HEK293 calcium flux, Fluo-4, BAM8-22 antagonism; active compounds read low. B-score at 10 µM. actives 1.3% (n = 310,000). Q96LB2;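 active means calcium-response B-score plate-corrected more than 3 library SD below zero, starting fluorescence within 5 deviations, no agonist response on first addition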;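 further: peak minus trough fluorescence over baseline after final BAM8-22 challenge near maximal dose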
Target sequence (Q96LB2 whole entry, looked up): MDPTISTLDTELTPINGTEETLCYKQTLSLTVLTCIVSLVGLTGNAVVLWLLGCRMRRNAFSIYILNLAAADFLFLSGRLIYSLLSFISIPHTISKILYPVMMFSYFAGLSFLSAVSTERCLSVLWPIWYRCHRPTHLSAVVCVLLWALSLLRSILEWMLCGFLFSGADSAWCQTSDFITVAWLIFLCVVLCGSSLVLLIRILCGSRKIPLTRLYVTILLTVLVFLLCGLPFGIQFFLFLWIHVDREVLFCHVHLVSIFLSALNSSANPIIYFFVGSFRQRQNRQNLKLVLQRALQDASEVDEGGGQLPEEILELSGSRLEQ
TRPC6 activator: activates the mouse TRPC6 cation channel; Q61143; HEK293-TRPC6 membrane potential dye fluorescence; active compounds read high; B-score at 10 µM; actives 0.13% (n = 310,000); AID 2550;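 active means B-score of the integrated fluorescence ratio above library mean plus 3 SD, and starting fluorescence ratio within library mean plus 5 SD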;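 further: higher score means more depolarization so channel activation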
SKKanGAS inh: blocks kanamycin growth of S. pyogenes SKKanGAS strain | BacTiter-Glo, 6 h | inhibition, % at 7.5 µM | actives 1.3% (n = 300,000);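 active means mean replicate score, as percent of positive control median, at least 50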;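 further: strain carries kanamycin resistance gene driven by streptokinase promoter and grows in 40 µg/ml kanamycin; loss of luminescence reflects streptokinase promoter inhibition or plain growth inhibition; 0% = median of DMSO wells and 100% = positive control at its reference dose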
HIF activator: HIF pathway transcriptional activation. AID 1910. U2OS HRE-luciferase reporter, luminescence; normalized: DMSO 0%, desferrioxamine 100%. actives 0.32% (n = 300,000). activation, % at 7.5 µM (by protocol);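 active means mean activation of at least 10% of the iron chelator positive control signal, with at least half of replicates also reaching 10%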
TRPC4 block: blocks the mouse TRPC4 cation channel | HEK293 TRPC4beta/mu-opioid, DAMGO-evoked Fluo4 calcium flux; active compounds read low | actives 0.39% (n = 300,000) | AID 2247 | Q9QUQ5 | B-score at 10 µM;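 active means B-score over 3 SD under the library average, no early fluorescence shift, positive overall ratio signal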
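Material: HEK293 cells with stable TRPC4beta plus mu-opioid receptor expression; probe or stimulus: DAMGO in two steps, submaximal then maximal; technique: Fluo4 calcium fluorescence by kinetic imaging, 5 s 1 Hz baseline; measure: integrated fluorescence ratio relative to baseline, converted to per-well B score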
TRPC4 act: opens the mouse TRPC4 cation channel | Q9QUQ5 | HEK293 TRPC4beta/mu-opioid, Fluo4 calcium fluorescence; active compounds read high | B-score at 10 µM | actives 0.49% (n = 310,000);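 active means B-score above 5 SD of library B-scores, and initial fluorescence ratio not above library mean plus 5 SD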;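 further: positive B-score marks a calcium rise read as TRPC4 activation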
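Assay system: HEK293 stable line with TRPC4beta plus mu-opioid receptor. Times: dye 45 min RT, read 110 s. Measured by: kinetic Fluo4 calcium fluorescence. Measure: B score of integrated ratio. Controls: assay buffer as low control, maximal DAMGO as high control.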
Active calls of the source: *; i = inactive; · = no result given.

SMILES	TRPC6 inh	IEC-6 tox	aSyn UTR inh	TRPC4 potent	KLF5 inh	MrgX1 antag	TRPC6 activator	SKKanGAS inh	HIF activator	TRPC4 block	TRPC4 act
COC(=O)[C@H](Cc1ccccc1)NC(=O)O[C@@H]1C(=O)c2cc(Br)ccc2O[C@H]1c1cccc(OC)c1	i	-2	-20	i	-9	i	i	30	0.1	i	i
CC1=C(C(=O)OCCOC(C)C)C(c2cc3c(cc2Br)OCO3)C2=C(CCCC2=O)N1 (stereo unspecified)	i	-1	5	i	-2	i	i	-3	·	i	i
COc1ccc(NC(=O)Cn2nc(C)c3ccccc3c2=O)cc1	i	-1	17	i	-21	i	i	4	-0.1	i	i
O=[N+]([O-])c1ccc(N2CCN(S(=O)(=O)c3ccccc3)CC2)cc1NCc1ccco1	i	-1	26	i	-26	i	i	-1	-0.1	i	i
Cc1cc(C)cc(NC(=O)N2CCN(S(C)(=O)=O)CC2)c1	i	0	-29	i	9	i	i	6	0.0	i	i
CC(C)CCn1c(N)c(S(=O)(=O)c2cccs2)c2nc3ccccc3nc21	i	4	48	i	-31	i	i	26	-0.7	i	i
CSc1nc2ccc(NS(=O)(=O)c3cccc(Cl)c3Cl)cc2s1	i	1	0	i	-31	i	i	18	-0.1	i	i
Fc1ccc(Cn2nnnc2C(c2cccs2)N2CCN(C3CCCCC3)CC2)cc1 (stereo unspecified)	i	2	0	i	-7	i	i	-6	-0.4	i	i
Cc1ccccc1-n1nnnc1SCC(=O)Nc1ccc(N2CCN(C)CC2)cc1	i	9	1	i	-16	i	i	0	-0.2	i	i
CCCCn1c(N)c(N(CCOC)C(=O)C2CCN(S(=O)(=O)c3ccc(C)c(C)c3)CC2)c(=O)[nH]c1=O	i	·	17	i	·	i	i	-1	-1.1	i	i
O=S(=O)(Nc1ccc(-c2ccc3nncn3n2)cc1)c1ccccc1F	i	·	16	i	·	i	i	-3	-0.2	i	i
CS(=O)(=O)N1CCN(C(=O)c2ccc(-c3ccccc3)cc2)CC1	i	8	5	i	-28	i	i	0	-0.5	·	i
Cc1nc(-c2cccnc2)sc1C(=O)N/N=C/c1ccccc1Cl	i	2	3	i	-1	i	i	-2	0.3	i	i
COc1ccc(-c2cc(C(F)(F)F)n3ncc(C(=O)NCC4CCCO4)c3n2)cc1OC (stereo unspecified)	i	-2	29	i	-16	i	i	9	-0.2	i	i
CC(C)c1ccc(CC(C)C2C3=C(CCCC3=O)OC3=C2C(=O)CCC3)cc1 (stereo unspecified)	i	-2	16	i	-9	i	i	3	-1.2	i	i
Cc1nnsc1SCCNC(=O)c1c(F)cccc1F	i	1	6	i	5	i	i	-2	0.6	i	i
Cc1cccc(NC(=S)NCCSc2ccc(Cl)cc2)c1	i	0	41	i	-12	i	i	-4	-3.1	i	i
COc1ccccc1-c1cc(C(=O)N2CCN(c3ccccc3)CC2)no1	i	-7	-3	i	-12	i	i	22	0.1	i	i
CCCc1cc(C(=O)Nc2ccccc2C(=O)OC)no1	i	4	-71	i	-9	i	i	-9	0.3	i	i
COc1cc2cc(CN(CCCO)S(=O)(=O)c3ccccc3Cl)c(=O)[nH]c2cc1OC	i	7	11	i	-7	i	i	-2	-0.1	i	i
CC(=O)Nc1ccc(NC(=O)c2nccnc2C(=O)O)cn1	i	-2	3	i	-18	i	i	0	0.8	i	i
CCN(CC)c1ccc2ccc(=O)oc2c1	i	0	6	i	7	i	i	-2	0.0	i	i
Cn1c(-c2ccccc2)c(/C=N/NC(=O)c2ccc(O)cc2)c2ccccc21	i	15	-37	i	-53	i	i	7	1.5	i	i
COc1cc(/C=C(/C#N)C(=O)NCCc2c[nH]c3ccccc23)ccc1OCc1ccccc1F	i	0	-38	i	-14	i	i	-5	0.0	i	i
O=C(COC(=O)CCc1c[nH]c2ccccc12)NCCc1ccccc1	i	·	0	i	·	i	i	-12	-1.5	i	i
Cc1cc(C)n(-c2ccc(F)cc2)c(=O)c1C#N	i	-2	27	i	-5	i	i	-11	-0.5	i	i
C/C(=N\S(=O)(=O)c1ccc(C)cc1)N(C)C	i	0	11	i	-14	i	i	4	0.1	i	i
CC(=O)c1cccc(NC(=O)c2cc3nc(C)cc(C)n3n2)c1	-5.1*	-5	-139	i	-128	i	i	-3	2.2	i	i
Clc1ccc(OCc2nn3c(-c4ccco4)nnc3s2)c(Cl)c1	i	10	-12	i	18	i	i	-7	1.6	i	i
O=C(O)c1cccc(S(=O)(=O)Nc2ccc3c(c2)CCC3)c1	i	-5	-13	i	-32	i	i	1	-1.9	i	i
C=CCn1c(SCCOc2ccc(OC)cc2)nnc1C(NC(=O)c1ccc(OC)cc1)C(C)C (stereo unspecified)	i	-1	19	i	-16	i	i	-6	0.0	i	i
Fc1ccc(Cc2nnc(-c3cccs3)o2)cc1	i	-1	-114	i	-34	i	i	0	2.3	i	i
O=C(O)CCCC(=O)N1CCc2cc(S(=O)(=O)N3CCc4ccccc43)ccc21	i	-2	8	i	-32	i	i	8	0.0	i	i
O=C(NCCCN1CCOCC1)c1ccc2c(c1)N(Cc1ccccc1F)C(=O)c1ccccc1S2=O (stereo unspecified)	i	1	-10	i	-9	i	i	-1	-1.0	i	i
O=C(O)c1cnn2c(C(F)F)cc(C(F)F)nc12	i	0	10	i	5	i	i	-1	1.0	i	i
COc1ccc(NC(=O)CSc2nc3c(c(=O)n2-c2ccccc2OC)SCC3)cc1	i	0	10	i	-13	i	i	1	-0.2	i	i
COC(=O)CN(C#N)c1nc(OC)nc(N(C)C)n1	i	-4	-4	i	-18	i	i	-16	-0.5	i	i
O=C(/C=C/c1ccc(Cl)cc1)NC(=S)NN1CCCCC1c1cccnc1 (stereo unspecified)	i	3	-8	i	-18	i	i	-14	0.0	i	i
Cc1cc(Nc2ccc(N(C)C)cc2)n2ncnc2n1	i	-7	-26	i	-20	i	i	0	2.3	i	i
O=C(O)CCN1C(=O)c2ccc(NC(=O)CSCc3ccccc3)cc2C1=O	i	4	20	i	-18	i	i	3	-0.1	i	i

In a second layout: three of the compounds above
C=CCn1c(SCCOc2ccc(OC)cc2)nnc1C(NC(=O)c1ccc(OC)cc1)C(C)C (stereo unspecified)
  TRPC6 inh = i
  IEC-6 tox = -1
  aSyn UTR inh = 19
  TRPC4 potent = i
  KLF5 inh = -16
  MrgX1 antag = i
  TRPC6 activator = i
  SKKanGAS inh = -6
  HIF activator = 0.0
  TRPC4 block = i
  TRPC4 act = i

Fc1ccc(Cc2nnc(-c3cccs3)o2)cc1
  TRPC6 inh = i
  IEC-6 tox = -1
  aSyn UTR inh = -114
  TRPC4 potent = i
  KLF5 inh = -34
  MrgX1 antag = i
  TRPC6 activator = i
  SKKanGAS inh = 0
  HIF activator = 2.3
  TRPC4 block = i
  TRPC4 act = i

O=C(O)CCCC(=O)N1CCc2cc(S(=O)(=O)N3CCc4ccccc43)ccc21
  TRPC6 inh = i
  IEC-6 tox = -2
  aSyn UTR inh = 8
  TRPC4 potent = i
  KLF5 inh = -32
  MrgX1 antag = i
  TRPC6 activator = i
  SKKanGAS inh = 8
  HIF activator = 0.0
  TRPC4 block = i
  TRPC4 act = i

Additional compounds follow.
SMILES	TRPC6 inh	IEC-6 tox	aSyn UTR inh	TRPC4 potent	KLF5 inh	MrgX1 antag	TRPC6 activator	SKKanGAS inh	HIF activator	TRPC4 block	TRPC4 act
CCOc1cc(C2C(C(=O)OC(C)C)=C(C)NC3=C2C(=O)CCC3)cc([N+](=O)[O-])c1O (stereo unspecified)	i	0	3	i	-9	i	i	-10	-0.8	i	i
COCCNC(=O)CCC1CCN(C/C=C/c2ccccc2OC)CC1	i	3	-23	i	-27	i	i	3	-9.9	i	i
Cc1ccc2nc(SCC(=O)NCc3ccc(S(N)(=O)=O)cc3)[nH]c2c1	i	-3	-1	i	-40	i	i	-7	-13	i	i
Cc1ccc(S(=O)(=O)N2CCCN(S(=O)(=O)c3ccc(C)cc3)CC2)cc1	i	-3	-12	i	-8	i	i	9	-0.3	i	i
CC(C)CNC(=O)C(=O)NCCCN1CCOCC1	i	2	9	i	-9	i	i	14	-0.4	i	i
COc1ccc(OCC(=O)Nc2cc(-c3nn(C)c(=O)c4ccccc34)ccc2OC)cc1	i	-6	22	i	-6	i	i	-5	-0.8	i	i
O=C(Nc1nc2ccc(S(=O)(=O)N3CCCC3)cc2s1)C1CCCO1 (stereo unspecified)	i	3	-13	i	-21	i	i	5	0.2	i	i
COc1cccc(C(=O)N2CCCC(Nc3ccc(C)c(C)c3)C2)c1 (stereo unspecified)	i	2	6	i	-30	i	i	-2	0.8	i	i
O=C(c1ccc(S(=O)(=O)c2ccc(F)cc2)c([N+](=O)[O-])c1)N1CCCCCC1	i	4	-54	i	-13	i	i	-1	-0.6	i	i
O=C(NCc1cccnc1)c1ccc(S(=O)(=O)Nc2ccccc2)cc1	i	·	17	i	·	i	i	-4	-1.1	i	i
COc1ccc(CC2(CO)CCN(CC3=CC[C@H]4C[C@@H]3C4(C)C)CC2)cc1	i	5	-25	i	-38	i	i	-5	-0.1	i	i
CCC1CCCCN1c1nc2c(C=O)c(C)nn2c2ccccc12 (stereo unspecified)	i	-6	39	i	4	i	i	4	-0.2	i	i
Cc1cc(C)c(NC(=O)CSc2nc(=O)n(CCN3CCOCC3)c3c2CCCC3)c(C)c1	i	·	4	i	·	i	i	-5	0.0	i	i
CNC(=S)N1CCN(C(=O)c2ccco2)CC1	i	0	0	i	0	i	i	1	-0.1	i	i
CC1CCCCC1NC(=O)/C(C#N)=C/c1ccc(F)c(F)c1 (stereo unspecified)	i	3	-32	i	-3	i	i	11	0.6	i	i
COCCCNc1nc2c(c(=O)[nH]c(=O)n2C)n1CC(O)COc1cccc(C)c1 (stereo unspecified)	i	4	14	i	-14	i	i	-4	-0.2	i	i
COCCN(C(=O)COC(=O)c1cc2c(s1)CCC2)c1c(N)n(Cc2ccccc2)c(=O)[nH]c1=O	i	·	-5	i	·	i	i	-12	-0.6	i	i
COc1ccc2cc(C)c3nnc(SCC(=O)Nc4nc(-c5ccccc5)cs4)n3c2c1	i	-2	13	i	-11	i	i	15	-0.2	i	i
CN(C)Cc1c(C(=O)N/N=C/c2cccs2)nnn1-c1nonc1N	i	2	-1	i	2	i	i	-4	-0.7	i	i
CCOC(=O)c1nn(-c2ccccc2)c(=O)cc1OCC(=O)Nc1cccc(OC)c1	i	·	-9	i	·	i	i	45	-0.3	i	i
Cc1onc(-c2ccccc2Cl)c1C(=O)NCCn1ccc2ccccc21	i	-9	30	i	11	i	i	-6	0.2	i	i

Rows are unselected. Share with any hit: about 5.8%.
